Source: PubChem BioAssay (several laboratories)
RT RNaseH block: HIV-1 RT RNase H inhibitors, primary screen, biochemical, fluorescence | Gag-Pol polyprotein (Human immunodeficiency virus type 1 group M subtype B (isolate … | RT-RNase H RNA/DNA duplex cleavage | inhibition, % at 10 µM | 65,000 compounds, 1.9% hits | AID 565, 2006; in the data active means inhibition above about 50%
RmlCD inh mix: RmlC and RmlD coupled enzyme inhibitors, primary screen, biochemical, 384-well, compound mixtures, retest | RmlC/RmlD coupled enzyme inhibition, 384-well mixture HTS | inhibition, % at 5.5 µM | 110,000 compounds, 0.39% hits | AID 1532, 2009; in the data active means inhibition above about 30%, passing the limit was not always enough; further: strong numbers were not always called active
An asterisk follows results filed as active; nt = no result given.

SMILES | RT RNaseH block | RmlCD inh mix
CCCn1c(NC(=O)C2CCN(S(=O)(=O)c3cccs3)CC2)nc2ccccc21 | -29.0 | -11.5
C=C1C2(C(=O)NCc3ccco3)CCC(C2)C1(C)C (centres undefined) | -5.5 | -13.2
CCCCn1c(SCC(=O)OCC)nc2c1c(=O)[nH]c(=O)n2C | 67.8* | 8.0
CCC(=O)N/C(=N/c1nc(C)cc(C)n1)Nc1ccc(OC)cc1 | nt | 6.3
O=C(CSc1nnc2c(Cl)cc(C(F)(F)F)cn12)Nc1ccc2c(c1)OCO2 | -5.5 | 3.0
CCc1nnc(NS(=O)(=O)c2ccc(NC(=S)NC(=O)/C=C/c3ccc(C(C)C)cc3)cc2)s1 | nt | -11.3
CC1(C)CC(=O)C2=C(C1)OC(N)=C(C#N)C21C(=O)N(Cc2ccccc2Cl)c2ccccc21 (centres undefined) | nt | -20.4
COc1cccc(C(=O)NC2(C(F)(F)F)N=C3SCCN3C2=O)c1 (centres undefined) | -18.3 | -12.2
Cc1cc(C)nc(-n2nc(C)cc2NC(=O)c2cc3ccccc3oc2=O)n1 | -18.0 | nt
Cc1cc(=O)oc(C)c1C(=O)NCCc1ccc(F)cc1 | nt | -18.2
N=C(N)c1c(O)n(C2CCCCC2)c(=O)n(C2CCCCC2)c1=O | 0.9 | 13.3
Oc1cccc(Nc2ncnc3ccccc23)c1 | -8.1 | 7.4
Cc1ccc(CN2C(=O)CCC2C(=O)NCc2ccco2)cc1 (centres undefined) | -11.8 | 2.8
O=C1Nc2cc(Cl)c(Cl)cc2N(O)N1c1cccc(Cl)c1 | nt | -20.3
O=C(Cc1cccc2ccccc12)NNC(=O)Nc1cccc(Cl)c1 | nt | 0.6
COc1ccc(NC(=O)c2c3c(nc4ccccc24)CCC3)cc1 | nt | 1.1
O=C(CN(Cc1ccccc1)C(=O)CCC(=O)Nc1ccccn1)NCc1ccco1 | -8.4 | 7.9
CSCCC(NC(=O)CCN1C(=O)c2ccccc2C1=O)C(=O)O (centres undefined) | 2.1 | -12.0
Cc1cc(C(=O)CSc2nnc(-c3ccccc3)n2-c2ccccc2)c(C)n1-c1ncn[nH]1 | 14.9 | -57.8
O=C(N/N=C/c1ccc(Br)cc1)c1ccccc1-n1cccc1 | nt | 1.4
CCCn1c(C)cc(=O)c2cc(NC(=O)c3cnccn3)ccc21 | -22.2 | 1.1
Cc1ccc(S(=O)(=O)N2CCN(C(=O)CCC(=O)N3CCc4ccccc43)CC2)cc1 | -8.0 | -9.0
Cc1cccc(N2CCN(C(=O)C3CCCN(S(=O)(=O)c4c(C)noc4C)C3)CC2)c1C (centres undefined) | -6.2 | -7.7
CCOC(=O)c1c(NC(=O)CSc2nnc(Cc3csc(N)n3)n2C)sc(C)c1C | -19.7 | 3.8
O=C(COC(=O)c1cc2ccccc2o1)c1ccccc1 | -8.2 | -11.1
Additional compounds follow.
SMILES | RT RNaseH block | RmlCD inh mix
c1ccc(CNC2=NCCS2)cc1 | nt | -12.2
CCOC(=O)c1cnc(SCc2ccc(C(C)(C)C)cc2)nc1N | nt | -11.6
CCc1nc(N2CCC3(CC2)OCCO3)c2nnn(Cc3ccccc3Cl)c2n1 | nt | 15.6
COc1ccc(Cn2nnnc2CN2CCc3ccccc3C2)cc1 | nt | -13.8
COc1cc2c(cc1OC)-c1cc3ccc4c(c3c[n+]1CC2)OCO4 | nt | -7.7
CC(C)(C)SCCNC(=O)c1ccc(Cl)c(S(=O)(=O)N2CCOCC2)c1 | nt | 6.2
Cc1c(Cl)cccc1NC(=O)CC1NCCNC1=O (centres undefined) | nt | -13.6
COC(=O)C1=C(C)Nc2ncnn2C1c1ccccn1 (centres undefined) | 2.9 | 9.1
O=C1CC(C(=O)Nc2cccc3ccccc23)C2(CCCC2)O1 (centres undefined) | nt | 5.6
O=C(NCCCCC(NC(=O)c1ccc([N+](=O)[O-])cc1)C(=O)O)c1ccc([N+](=O)[O-])cc1 (centres undefined) | nt | 4.8
COc1cc(NC(=O)CSc2ccc3c(c2)OCCO3)cc(OC)c1OC | nt | 15.7
COc1ccc2cc(CN(Cc3cccnc3)S(=O)(=O)c3ccccc3)c(=O)[nH]c2c1 | -16.3 | -3.0
O=C(Nc1ccccc1)NC1(C(=O)N2CCN(c3ncccn3)CC2)CCCCC1 | -0.5 | -10.4
CCCCC(=O)Nc1nn(CC(C)C)c2nc3ccccc3cc12 | nt | -32.5
CC1=CC(=O)c2c(O)ccc(O)c2C1=O | nt | -8.3
Cc1cccc(Nc2ccccc2C(=O)NCc2ccco2)c1C | nt | 6.9
Cc1ccc(CNC(=O)C2CC(c3ccccc3F)=NO2)cc1 (centres undefined) | nt | -9.2
Cc1ccc(NC(=O)c2cc(S(=O)(=O)Nc3ccc(C)cc3)cs2)cc1 | nt | -10.4
CCOC(=O)c1c(NC(=O)CSc2nnc(C)s2)sc2c1CCN(C)C2 | -6.9 | -10.0
COCCCNS(=O)(=O)c1ccc(OC)c(Cl)c1Cl | -37.9 | -2.6
Cc1ccc(OCc2nnc(SCc3ccc(C#N)cc3)n2-c2ccc(C)cc2)cc1 | nt | -14.1
CCOC(=O)c1c(C)[nH]c(C)c1C(=O)COC(=O)c1ccc(S(=O)(=O)N(CC)CC)cc1 | nt | 6.9
Cn1c(=O)c2[nH]c(CNCc3ccccc3Cl)nc2n(C)c1=O | 16.4 | -8.1
CCOC(=O)C1=C(C(C)=O)C(c2cccnc2)C(C#N)=C(N)O1 (centres undefined) | 2.6 | -15.2
COc1ccccc1N1CCN(c2nnc(-c3ccc(F)cc3)c3ccccc23)CC1 | nt | 21.6

Of the compounds above, 3 have a cyano group:
SMILES | RT RNaseH block | RmlCD inh mix
CC1(C)CC(=O)C2=C(C1)OC(N)=C(C#N)C21C(=O)N(Cc2ccccc2Cl)c2ccccc21 (centres undefined) | nt | -20.4
Cc1ccc(OCc2nnc(SCc3ccc(C#N)cc3)n2-c2ccc(C)cc2)cc1 | nt | -14.1
CCOC(=O)C1=C(C(C)=O)C(c2cccnc2)C(C#N)=C(N)O1 (centres undefined) | 2.6 | -15.2

Following part:
SMILES | RT RNaseH block | RmlCD inh mix
COc1cc(/C=C/C(=O)N(C)c2ccccc2C(=O)O)cc(OC)c1OC | nt | -3.4
COc1cccc(NC(=O)c2oc3ccccc3c2NC(=O)c2ccc3c(c2)OCO3)c1 | -0.2 | -8.5
C=CCNC(=O)NC(=S)c1ccccc1 | -7.7 | -0.4
O=S1(=O)N=C(N2CCOCC2)c2ccccc21 | -4.1 | 4.4
Cn1c(CN2CCCCC2)c(C#N)c2ccccc21 | 16.8 | -12.2
CCOC(=O)N1CCN(C(=O)CCN2C(=O)COc3ccc(C)cc32)CC1 | 20.5 | -1.4
Cc1cc(C)cc(NC(=O)CC2NCCNC2=O)c1 (centres undefined) | nt | 7.3
NC(=O)c1ccsc1NC(=O)C1CCCN1S(=O)(=O)c1ccc(Cl)cc1 (centres undefined) | 2.9 | -14.6
CC(=O)NCCCc1nc2ccccc2n1Cc1ccc(C)cc1 | nt | 4.4
COC(=O)c1cn[nH]c1NC(=S)Nc1ccc(Cl)c(Cl)c1 | nt | 5.2
Cc1cc(Cl)c(S(=O)(=O)N2CCCC2)cc1OCC(=O)NC1CCCCC1 | nt | 11.9
O=C(c1ccc(N2CCCCC2)c([N+](=O)[O-])c1)N1CCOCC1 | nt | -5.4
C=COCCNC(=O)Nc1ccc(Cl)c(Cl)c1 | -5.0 | -6.7
CCCOc1cccc(C(=O)N(Cc2ccco2)C2CCS(=O)(=O)C2)c1 (centres undefined) | -7.6 | 5.4
CCCOC(=O)C1NC(=O)N2C(C(=O)OCCC)C(C)(C)S[C@H]12 (some centres undefined) | nt | 2.2
COC(=O)c1ccc(NC(=O)CSc2nncn2C)cc1 | -10.3 | 2.5
Cc1nnc2c(-c3ccccc3)nc3ccccc3n12 | -15.7 | 4.4
COc1ccc(OCC(=O)Nc2ccc(S(=O)(=O)Nc3cc(C)nc(C)n3)cc2)cc1 | -16.9 | 8.6
O=C(NCCCCc1ccccc1)c1ccc(Br)o1 | nt | 2.4
CC(C)[C@H]1CN=C2N(C[C@H](C)NC(=O)CCC3CCCCC3)[C@H](Cc3ccc(O)cc3)CN21 | nt | -103.8
CCNC(=O)C1OC(n2cnc3c(N)ncnc32)C(O)C1O (centres undefined) | -6.8 | 4.8
CC(C)CC(=O)N1CCN(CC2CC=CCC2)CC1 (centres undefined) | nt | 19.4
Cc1ccc(OCC(=O)N/N=C\c2ccco2)c(C)c1 | nt | -19.1
O=C(NCc1ccccc1)N1CCC(n2cnc3cc(F)ccc32)CC1 | -1.6 | 7.8
CCCNC(=O)CCn1c(-c2ccc(C)cc2)cc(C(=O)OCC)c1C | nt | 5.0

Four entries from above, set out differently.
Cc1c(Cl)cccc1NC(=O)CC1NCCNC1=O (centres undefined)
- RT RNaseH block: nt
- RmlCD inh mix: -13.6
CCOC(=O)c1c(C)[nH]c(C)c1C(=O)COC(=O)c1ccc(S(=O)(=O)N(CC)CC)cc1
- RT RNaseH block: nt
- RmlCD inh mix: 6.9
Oc1cccc(Nc2ncnc3ccccc23)c1
- RT RNaseH block: -8.1
- RmlCD inh mix: 7.4
Cc1ccc(CN2C(=O)CCC2C(=O)NCc2ccco2)cc1 (centres undefined)
- RT RNaseH block: -11.8
- RmlCD inh mix: 2.8

New compounds follow.
SMILES | RT RNaseH block | RmlCD inh mix
Cc1cc2c(cc1C)N(C(=O)CSc1nncn1C)C(C)(C)c1ssc(=S)c1-2 | nt | 9.1
CCSc1nnc(-c2ccccc2NC(=O)CC)c(=O)[nH]1 | -1.4 | 4.1
CCOC(=O)c1c(C)[nH]c2cc(Br)c(OC)cc12 | nt | -14.2
CCSc1nnc(-c2cccnc2)n1-c1ccc(Cl)c(C)c1 | nt | 2.2
Cc1ccc(C(c2nnnn2C(C)(C)C)N2CCC(C)CC2)cc1 (centres undefined) | nt | -0.1
COC(=O)c1c(NC(=O)c2nc3ncccn3n2)sc(C(=O)N(C)C)c1C | -58.6 | nt
COCCCNC(=O)CSC1=Nc2ccccc2C2=NC(CC(=O)NCc3ccccc3)C(=O)N12 (centres undefined) | 1.0 | 12.9
COc1ccc(CCNC(=O)CC2COc3ccccc3O2)cc1OC (centres undefined) | -6.3 | 5.3
COCCNC(=O)Cn1nc(C)c2ccccc2c1=O | -1.5 | -13.9
CCN(CC)C(=O)c1sc2nc(-c3ccc(OC)cc3)cn2c1C | 1.3 | nt
O=S(=O)(Nc1ccc(S(=O)(=O)N2CCCCCC2)cc1)c1cccs1 | nt | -4.2
COc1ccc(S(=O)(=O)NCc2ccccn2)c(Cl)c1Cl | -14.2 | -11.4
COc1ccc(S(=O)(=O)N(CC(=O)NCc2ccco2)c2ccccc2)cc1 | nt | 3.7
COc1ccc(C(=O)Nn2c(SCC(=O)N3CCC(C)CC3)nc3ccccc3c2=O)cc1 | nt | 0.8
Cc1ccc(S(=O)(=O)Nc2cc(Cl)c(O)cc2C)cc1 | nt | -15.2
O=c1oc(-c2cccs2)nc2sc3c(c12)CCC3 | 42.5 | 0.0
CC(Oc1ccccc1)C(=O)NC1CC(C)(C)NC(C)(C)C1 (centres undefined) | -3.7 | 3.3
CC[C@H]1OC(=O)[C@H](C)[C@@H](O[C@H]2C[C@@](C)(OC)[C@@H](O)[C@H](C)O2)[C@H](C)[C@@H](O[C@@H]2O[C@H](C)C[C@H](N(C)C)[C@H]2O)[C@](C)(OC)C[C@@H](C)C(=O)[C@H](C)[C@@H](O)[C@]1(C)O | nt | -12.9
Cc1ccc(S(=O)(=O)N2C(=O)CCC2C(=O)Nn2cnnc2)cc1 (centres undefined) | nt | 9.7
O=C(O)c1ccc2c(c1)C(c1ccccc1)OC2=O (centres undefined) | -2.8 | 12.3
CC1(C)CC(=O)C=C(NCc2cccnc2)C1 | -6.8 | 2.2
Cc1nnsc1S(=O)(=O)Cc1ccccc1Cl | nt | 18.8
Cc1ccc(C)c2sc(NC(=O)c3ccc(N4CCCCC4)c([N+](=O)[O-])c3)nc12 | nt | 17.1
CCn1c(C(C#N)/C(=N\S(=O)(=O)c2cccs2)c2ccccc2)nc2ccccc21 (centres undefined) | 1.8 | 4.2
COCCn1c(SCC(=O)NC(=O)NC(C)(C)C)nc2ccccc21 | nt | -2.2
Next part:
SMILES | RT RNaseH block | RmlCD inh mix
CN1CC=C2C(C#N)=C(N)C(C#N)(C#N)C(CCc3ccccc3)C2C1 (centres undefined) | 11.5 | 2.1
Cc1cccc(Nc2nc(-c3ccccn3)cs2)n1 | -13.1 | -8.9
Cc1cc(/C=C(\C#N)C(=O)OCC(=O)NC(=O)NC(C)(C)C)c(C)n1CCC(C)C | nt | 2.4
COC(=O)C1=C(N)N(c2ccc(F)cc2)C2=C(C(=O)CCC2)C1c1ccc2c(c1)OCO2 (centres undefined) | 3.5 | nt
O=C(COC(=O)Cc1ccccc1)Nc1ncc(Cl)cc1Cl | nt | -10.1
COc1cccc(NS(=O)(=O)c2ccc3c(c2)n(C)c(=O)c(=O)n3C)c1 | -22.1 | -0.3
Cc1cccc(Oc2nc(-c3ccccc3)cc(C)c2S(C)(=O)=O)c1C | nt | 0.5
Cc1ccc(C)c(N2CCN(C(=O)C3CCCCN3S(=O)(=O)c3ccc(F)cc3)CC2)c1 (centres undefined) | nt | -4.1
O=C(CC1(O)C(=O)Nc2ccccc21)c1ccc(-n2cccc2)cc1 (centres undefined) | 19.2 | 3.0
C=CCn1c(N)c(C(=O)OCC(C)C)c2nc3ccccc3nc21 | 7.0 | nt
COC(=O)c1ccc(SC2CCCCC2)c([N+](=O)[O-])c1 | nt | -2.5
CCOC(=O)c1c(NC(=O)CSc2nnc(Cc3ccccc3)o2)sc(C(C)=O)c1C | nt | 3.2
COC(=O)N1[C@H](C)C=C[C@]1(Cc1ccccc1)C(=O)OC | nt | 21.9
COC(=O)c1ccc(NC(=O)CN2C(=O)CSC2=O)cc1 | -5.5 | 6.5
Nc1ccc(CN2CCCCCC2)cc1 | nt | 0.6
C=CCSc1nc2c(c(=O)[nH]c(=O)n2C)n1Cc1ccc(C)cc1 | 84.3* | nt
Cc1[nH]nc(SCC(=O)N2CCC(C)CC2)c1[N+](=O)[O-] | nt | -11.4

The list is partial; count on the stated rates, not on these rows.
